APJ antag: antagonists of human APJ apelin receptor; inhibition, % at 20 µM; AID 2521; CHO-K1 APJ beta-arrestin complementation, luminescence; actives 0.32% (n = 330,000);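 active means inhibition above about 40% at 20 µM, limit read from the data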;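 further: cells challenged with 10 nM apelin-13 agonist together with compound; plate controls were apelin-13 plus DMSO wells for no effect and DMSO wells lacking apelin-13 for full effect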
Target sequence (P35414 whole entry, looked up): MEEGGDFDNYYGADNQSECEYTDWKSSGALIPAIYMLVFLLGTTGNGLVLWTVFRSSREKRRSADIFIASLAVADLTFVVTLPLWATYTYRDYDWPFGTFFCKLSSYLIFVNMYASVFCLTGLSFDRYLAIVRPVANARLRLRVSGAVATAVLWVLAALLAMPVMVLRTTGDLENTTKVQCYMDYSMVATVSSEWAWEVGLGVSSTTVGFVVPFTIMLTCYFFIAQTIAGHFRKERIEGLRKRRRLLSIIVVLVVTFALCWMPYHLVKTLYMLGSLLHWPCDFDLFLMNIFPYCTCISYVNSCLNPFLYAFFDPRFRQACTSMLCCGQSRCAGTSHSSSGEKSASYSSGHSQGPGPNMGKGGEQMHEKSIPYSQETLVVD
APJ ag: APJ receptor agonism. P35414. CHO-K1 APJ PathHunter beta-arrestin, luminescence; 0% DMSO wells, 100% apelin. activation, % at 20 µM. actives 0.11% (n = 330,000). AID 2520;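 active means activation more than six SD over the plate average, tested at 20 µM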;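 further: 0% = DMSO alone and 100% = apelin-13 at 10 nM; some results filed as inactive read as strong as hits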
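Assay system: engineered CHO-K1 APJ arrestin reporter cells; Amount: 1000 CHO-K1 reporter cells seeded per well; Dosing: one dose, 20 µM compound, 1% DMSO; Times: compound stimulation 90 min at 25 °C, detection 60 min; Measured by: luminescent beta-gal fragment complementation, chemiluminescent substrate; Read-out: APJ–arrestin association signal; Controls: DMSO vs Apelin-13 10 nM.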
UBC13 polyUb: human UBC13 polyubiquitination inhibition; P61088; UBC13 polyubiquitin chain formation, TR-FRET; inhibition, % at 20 µM; actives 0.47% (n = 330,000); AID 485273; in the data active means inhibition above about 45%, passing the limit was not always enough
Target sequence (P61088 whole entry, looked up): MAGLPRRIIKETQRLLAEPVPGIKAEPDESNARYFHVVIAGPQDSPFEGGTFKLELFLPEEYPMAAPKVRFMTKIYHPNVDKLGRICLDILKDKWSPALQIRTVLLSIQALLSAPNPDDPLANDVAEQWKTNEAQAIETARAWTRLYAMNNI
* = called active by the depositor. This is a subset. The share of hits here may be higher or lower than overall.

1) O=C1NC(Cc2ccccc2)c2nc3ccccc3c(=O)n2-c2cc(Cl)ccc21 (stereo not given)
2) O=C(NC1CCCCC1)c1ccc(Cl)c(NC(=O)c2ccccc2F)c1
3) Cc1ccc(N(C(=O)C2COc3ccccc3O2)C(C(=O)NC2CCCCC2)c2cn(C)nc2C)cc1 (stereo not given)
4) COc1ccccc1-c1cc(C(=O)N2CCc3ccccc3C2)c2ccccc2n1
5) Cc1cc2ccccc2n2c(SCC(=O)NCC3CCCO3)nnc12 (stereo not given)
6) Cc1ccccc1C(=O)NNC(=O)Nc1ccccc1
7) COc1ccc(/C=C2/SC(=O)N(CCC(=O)Nc3ccc(C)cc3)C2=O)cc1OC
8) O=c1ccc2ccc(Oc3ccc([N+](=O)[O-])cc3[N+](=O)[O-])cc2o1
assay / entry	1	2	3	4	5	6	7	8
APJ antag	9	4	7	5	10	5	-2	-44
APJ ag	-1	0	-1	2	0	-2	-3	17
UBC13 polyUb	7	8	-2	9	3	10	16	10

9) CC(C)C1=CC2=CCC3C(C)(C(=O)O)CCCC3(C)C2CC1 (stereo not given) (tested in a mixture with another compound)
10) O=c1c(C=NCCN2CCNCC2)c(-c2ccccc2)[nH]n1-c1ccc([N+](=O)[O-])cc1
11) COc1ccc(-n2c(=S)[nH]c3sc4c(c3c2=O)CCc2ccccc2-4)cc1
12) CC(=O)OCC1O[C@@H](O[C@@H]2C[C@H]3C(C)(C)[C@H](OC(C)=O)CC[C@]3(C)[C@H]3CC[C@]45C[C@]4(CC[C@H]5[C@@H](C)C[C@@H](O)[C@H](O)C(C)(C)O)[C@@]32C)[C@H](O)[C@@H](O)[C@@H]1O (stereo not given in full)
13) COc1cc(C2CC(=O)N3CN(c4ccccc4C)CSC3=C2C#N)cc(OC)c1OC (stereo not given)
14) CCSc1ncnc2c1sc1nc(-c3ccco3)c3c(c12)CC(C)(C)OC3
15) COC(C[C@@H]1O[C@H]1[C@H](O)[C@@H](C)OCc1ccccc1)OC
16) CCN(CC)C(=O)C1=C(C)NC(=O)NC1c1ccccc1F (stereo not given)
assay / entry	9	10	11	12	13	14	15	16
APJ antag	-39	28	-6	7	4	10	11	26
APJ ag	2	-2	-2	4	1	0	1	2
UBC13 polyUb	-5	21	6	93*	-37	-9	-6	-5

17) Cc1ccc(S(=O)(=O)N2CCSC2=Nc2ccccc2)cc1
18) COC(=O)c1c(-c2ccc(C)cc2)csc1NC(=O)c1c(-c2ccccc2)noc1C
19) Cc1cccc(NC(=O)C2CC(=O)NC(Nc3nc4ccccc4s3)=N2)c1 (stereo not given)
20) C=CCn1c(SCC(=O)OC)nc2sc3c(c2c1=O)CCN(C)C3
21) O=C(CN1C(=O)c2ccccc2C1=O)Oc1ccc(F)cc1
22) O=[N+]([O-])c1ccc2sc(SCc3nc4ccccn4c3Br)nc2c1
23) Cc1cc(C)c(C)c(S(=O)(=O)NCc2ccco2)c1C
24) Nc1nc(CC(=O)CSc2ccc(Cl)cc2)nc(Nc2ccc(F)cc2)n1
assay / entry	17	18	19	20	21	22	23	24
APJ antag	-2	-11	-7	8	3	-2	7	-1
APJ ag	-5	-4	1	-2	1	0	-2	0
UBC13 polyUb	-6	10	-6	-4	4	-8	5	-10

25) COc1ccc(/C(C)=N/Nc2cc(C(F)(F)F)ccc2Cl)c(OC)c1
26) CC1=C(C(=O)Nc2ccccc2)C(c2ccco2)C(C#N)=C(SCc2ccccc2)N1 (stereo not given)
27) Cc1cccc(C)c1NC(=O)C(C)N (stereo not given)
28) Cc1occc1-c1nnc(SCC(=O)N2CCN(c3ccccc3F)CC2)n1C
29) NC[C@@H]1O[C@H](O[C@H]2[C@@H](O)[C@H](O[C@@H]3[C@@H](O)[C@H](N)C[C@H](N)[C@H]3O[C@H]3O[C@H](CO)[C@@H](O)[C@H](O)[C@H]3N)O[C@@H]2CO)[C@H](N)[C@@H](O)[C@@H]1O
30) O=S(=O)(c1ccc2c(c1)OCCO2)N1CCN(c2nc(-c3cccnc3)nc3ccccc23)CC1
31) CCOC(=O)c1cc(OC(=O)c2cccnc2)n(-c2ccccc2)n1
32) N#Cc1c(Cl)nc(-c2cccnc2)nc1-c1ccccc1
assay / entry	25	26	27	28	29	30	31	32
APJ antag	6	3	6	-3	3	-1	16	13
APJ ag	-3	1	-1	-2	-3	0	-3	-1
UBC13 polyUb	7	-3	2	14	16	12	0	7

33) O=C(CSc1nc2[nH]ncc2c(=O)n1-c1ccccc1)N1CCCCCC1
34) CCc1nnc(NC(=O)CN2C(=O)/C(=C/c3ccc(OC)c(OC)c3)SC2=S)s1
35) COc1ccc(/C=C2\CCCc3c2nc2ccccc2c3C(=O)O)cc1OC
36) Cn1c(=O)c2[nH]c(-c3ccccc3O)nc2n(C)c1=O
37) COC(=O)[C@@]1(Cc2ccc(OC)cc2)[C@H]2c3cc(C(=O)N(C)C)n(CCc4ccc(OC)c(Br)c4)c3C[C@H]2CN1C(=O)c1ccccc1
38) FC(F)Oc1ccc(/C=N/N2CCCCC2)c(OC(F)F)c1
39) O=C1N[C@H](C(=O)O)CS1
40) Cc1cc2ncn(/N=C/c3cc(Br)ccc3O)c2cc1C
assay / entry	33	34	35	36	37	38	39	40
APJ antag	6	-15	-10	-11	-12	-8	3	-35
APJ ag	-1	0	-1	-2	-4	-3	-3	9
UBC13 polyUb	-3	-11	11	2	-10	12	11	5

Just APJ antag, for some of the entries so far:
| item | Molecule | APJ antag |
| --- | --- | --- |
| 26 | CC1=C(C(=O)Nc2ccccc2)C(c2ccco2)C(C#N)=C(SCc2ccccc2)N1 (stereo not given) | 3 |
| 21 | O=C(CN1C(=O)c2ccccc2C1=O)Oc1ccc(F)cc1 | 3 |
| 24 | Nc1nc(CC(=O)CSc2ccc(Cl)cc2)nc(Nc2ccc(F)cc2)n1 | -1 |
| 14 | CCSc1ncnc2c1sc1nc(-c3ccco3)c3c(c12)CC(C)(C)OC3 | 10 |
| 2 | O=C(NC1CCCCC1)c1ccc(Cl)c(NC(=O)c2ccccc2F)c1 | 4 |
| 29 | NC[C@@H]1O[C@H](O[C@H]2[C@@H](O)[C@H](O[C@@H]3[C@@H](O)[C@H](N)C[C@H](N)[C@H]3O[C@H]3O[C@H](CO)[C@@H](O)[C@H](O)[C@H]3N)O[C@@H]2CO)[C@H](N)[C@@H](O)[C@@H]1O | 3 |

Next entries
41) CCOC(=O)N1CCN(C(=O)CSc2ccc(-c3cccnc3)nn2)CC1
42) CC(=O)N1C(=O)N(C)C2C1N(C)C(=O)N2C(C)=O (stereo not given)
43) Cc1ccc2c(c1)-n1c(nc3ccccc3c1=O)C(CC(C)C)NC2=O (stereo not given)
44) CC(C)(C)c1ccc(C(CC(=O)O)NC(=O)Cc2ccc(F)cc2)cc1 (stereo not given)
45) CCCCC(=O)N(Cc1ccc(-c2ccccc2-c2nn[nH]n2)cc1)[C@H](C(=O)O)C(C)C
46) CC(=O)N1CCc2cc(C(=O)CN3CCCN(Cc4ccc(F)cc4)C3)ccc21
47) CCOc1ccc(NC(=S)N2CCn3c(nc4ccccc43)C2)cc1
48) CC(/C=C/c1ccc2c(c1)OCO2)=N/NC(=O)C1COc2ccccc2O1 (stereo not given)
assay / entry	41	42	43	44	45	46	47	48
APJ antag	-1	16	0	0	7	1	5	4
APJ ag	1	-1	1	-2	-4	-3	-3	6
UBC13 polyUb	12	12	14	-9	14	5	8	-5

49) COc1cccc(C(=O)Nc2ccc3nc(N4CCN(c5ncccn5)CC4)cc(C)c3c2)c1OC
50) Cc1ccc(O)c(C(=O)c2cnn(C(=O)COc3ccccc3C#N)c2)c1
51) CCN1CCc2c(OCC(=O)Nc3cccc(C)c3C)cccc2C1=O
52) COC(=O)c1ccc(C2c3c(oc4cc(C)c(C)cc4c3=O)C(=O)N2CCCN(C)C)cc1 (stereo not given)
53) Cc1nn(C)cc1CNC(=O)C1C2CCC(O2)C1C(=O)O (stereo not given)
54) CCC(C)C(NC(N)=O)C(=O)NC1CCC(C)CC1 (stereo not given)
55) Cc1nnc2ccc(-c3ccc(NC(=O)c4ccc(Cl)nc4)cc3)nn12
56) c1ccc(COc2ccc(-c3sc(Nc4ccccc4)n[n+]3-c3ccccc3)cc2)cc1
assay / entry	49	50	51	52	53	54	55	56
APJ antag	6	0	29	5	-25	18	-12	-5
APJ ag	15	-4	-3	-3	2	-4	-1	-3
UBC13 polyUb	10	7	-10	16	-16	-2	13	-23

57) CCCN1CCC(NC23CC4CC(CC(C4)C2)C3)CC1
58) O=S(=O)(O)c1nc2ccccc2n1Cc1cccc2ccccc12
59) O=c1c2ccccc2oc2nc(-c3cccs3)n(CCc3ccccc3)c(=O)c12
60) Cc1ccc(-c2ccc3c(c2)S(=O)(=O)c2ccccc2C3=O)cc1
61) O=C(C1CCN(c2ncnc3c2sc2cccc(F)c23)CC1)N1CCCC1
62) Cc1cc(C)nc(Nc2n[nH]c(Cc3ccccc3)n2)n1
63) N#Cc1cc2sc3nc4ccccc4n3c2cc1C#N
64) COc1ccccc1/C=N/NC(=O)C1=NNC(c2ccccc2)(c2ccccc2)C1
assay / entry	57	58	59	60	61	62	63	64
APJ antag	-16	0	12	9	0	-8	-21	12
APJ ag	0	0	1	17	-2	-1	0	2
UBC13 polyUb	2	8	2	1	24	2	8	-5

65) CCCCCCN(C(=O)CCCCCN1C(=O)NC(c2ccc(-c3ccccc3)cc2)C(C(=O)OCc2ccccc2)=C1C)C(C(=O)NCCCC)c1ccc(OCC(=O)OC)cc1 (stereo not given)
66) COC(=O)Sc1nnc(-c2ccc(Br)cc2)o1
67) Cc1ccc(S(=O)(=O)N(C)S(=O)(=O)c2ccc(C#N)cc2)cc1
68) CN(C)c1ccc(CNCCC2CCOC(C)(C)C2)cc1 (stereo not given)
69) O=C1CC(c2ccccc2Cl)c2c(sc3c(=O)[nH]c(CCl)nc23)N1 (stereo not given)
70) CCCCNS(=O)(=O)c1ccc2nc(-c3cccnc3)cc(C(=O)NCCCN(CC)CC)c2c1
71) CC(=O)Oc1ccc(N2C(=O)C3C(C2=O)C2(C)C=CC3(C)O2)cc1 (stereo not given)
72) CCN(CC)CCNC(=O)C(=O)NCC1OCCN1C(=O)c1ccc2c(c1)OCO2 (stereo not given)
assay / entry	65	66	67	68	69	70	71	72
APJ antag	-5	26	0	16	1	9	13	1
APJ ag	-2	9	-2	-4	-1	-1	-2	0
UBC13 polyUb	-14	-2	-2	5	18	2	-4	7

Arranged by molar mass (ascending): some entries from above
71) CC(=O)Oc1ccc(N2C(=O)C3C(C2=O)C2(C)C=CC3(C)O2)cc1 (stereo not given)
67) Cc1ccc(S(=O)(=O)N(C)S(=O)(=O)c2ccc(C#N)cc2)cc1
69) O=C1CC(c2ccccc2Cl)c2c(sc3c(=O)[nH]c(CCl)nc23)N1 (stereo not given)
assay / entry	71	67	69
APJ antag	13	0	1
APJ ag	-2	-2	-1
UBC13 polyUb	-4	-2	18

(listing goes on)
73) O=C(N/N=C/c1cc([N+](=O)[O-])ccc1O)C1C2CCCCC21 (stereo not given)
74) Nc1c(C(=O)c2ccco2)oc2ccccc12
75) NC(Cc1ccc(Oc2ccc(O)cc2)cc1)C(=O)O (stereo not given)
76) Cc1ccc(-c2nc3c(c(=O)[nH]c(=O)n3Cc3ccccc3)n2C)s1
77) N=C1C(c2nc3ccccc3[nH]2)=C(O)CN1NC(=O)COc1cccc(F)c1
78) Cc1nc2ccccc2c(=O)n1/N=C1\C(=O)N(C)c2ccccc21
79) O=c1c2ccccc2nc2c3ccccc3c(NCCN3CCOCC3)nn12
80) CC(NC(=O)c1cc(Br)ccc1Br)c1ccccc1 (stereo not given)
assay / entry	73	74	75	76	77	78	79	80
APJ antag	24	-3	23	-14	-3	-64	14	1
APJ ag	-6	0	-1	-1	0	4	-3	-5
UBC13 polyUb	-46	-22	3	31	-9	-20	-1	4

81) C#CCOCCOCCOCCNc1nc(N2CCN(C(=O)[C@H](Cc3cc4ccccc4[nH]3)n3cc([C@@H](N)C(C)CC)nn3)CC2)nc(N2CCN(C(=O)[C@H](Cc3cc4ccccc4[nH]3)n3cc([C@@H](N)Cc4ccc(O)cc4)nn3)CC2)n1 (stereo not given in full)
82) CN1CCc2c(sc(NC(=O)c3ccc(S(=O)(=O)N4CCc5ccccc54)cc3)c2C(N)=O)C1
83) COc1cccc(-c2nnc(N(C)C(=O)c3ccno3)s2)c1
84) Cc1c2cnn(CC(=O)Nc3c(F)c(F)cc(F)c3F)c(=O)c2c(C)n1Cc1ccc(F)cc1
85) O=C(CN1CCN(c2ccc(O)cc2)CC1)NC1CCCc2ccccc21 (stereo not given)
assay / entry	81	82	83	84	85
APJ antag	-58	17	0	-4	6
APJ ag	-1	-7	-3	-4	5
UBC13 polyUb	124*	10	14	5	7

Compound activity as filed in PubChem BioAssay.
